Pf growth 96h = P. falciparum growth inhibition at 96 hour, primary screen for plastid delayed-death inhibitors; 6.9% of 320,000 active; Potency, µM (highest dose often 28.7 µM), inactives show top-dose activity change, negative = inhibition, actives largely listed as inhibitors; P. falciparum luciferase reporter growth, 96 h
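Readout is luminescence from an integrated firefly luciferase in P. falciparum. Red cells, 2% hematocrit and 0.05% parasitemia final, were cultured with compound through two parasite generations (96 hours) at 37 C, 5% CO2.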
Pf growth 48h = P. falciparum growth inhibition at 48 hours (one generation); P. falciparum luciferase growth in erythrocytes, 48 h; Potency, µM (series often up to 28.7 µM), for inactives: top-dose activity change, negative = inhibition, most hits filed as inhibitors; 5.9% of 310,000 active; AID 504832
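Growth was read as firefly luciferase luminescence after a 48 h, 37 C, 5% CO2 exposure of compounds to reporter-bearing P. falciparum cultures (0.1% parasitemia, 2% hematocrit final) in Albumax-supplemented RPMI 1640.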
LmPK inhibitor = blocks Leishmania mexicana pyruvate kinase activity. Q27686. purified LmPK, Kinase-Glo ATP luminescence, 1 h. Potency, µM (doses to about 57.5 µM), for the others: at the top dose activity change, negative = inhibition, hits mostly inhibitors. 0.37% of 290,000 active. AID 1721
Target sequence (Q27686 whole entry, looked up): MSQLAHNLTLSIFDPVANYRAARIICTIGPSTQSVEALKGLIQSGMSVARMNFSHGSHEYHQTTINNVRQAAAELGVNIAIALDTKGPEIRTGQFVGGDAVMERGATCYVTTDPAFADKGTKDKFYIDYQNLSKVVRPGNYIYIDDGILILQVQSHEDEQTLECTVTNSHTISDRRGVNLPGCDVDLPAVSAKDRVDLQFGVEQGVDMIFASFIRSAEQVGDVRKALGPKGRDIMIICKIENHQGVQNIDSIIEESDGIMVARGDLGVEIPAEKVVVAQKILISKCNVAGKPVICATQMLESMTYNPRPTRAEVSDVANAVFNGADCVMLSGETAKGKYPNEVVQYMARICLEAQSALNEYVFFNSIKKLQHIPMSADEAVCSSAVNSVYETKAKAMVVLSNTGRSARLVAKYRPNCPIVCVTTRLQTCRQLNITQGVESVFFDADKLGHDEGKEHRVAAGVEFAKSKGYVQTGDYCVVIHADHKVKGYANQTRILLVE
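ATP generated from ADP (0.1 mM) and PEP (0.5 mM) by 0.1 nM LmPK over 1 h at room temperature (pH 7.2 imidazole buffer) was detected by coupled luciferase luminescence. Values were normalized to uninhibited and no-enzyme wells.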
HCV inh = blocks hepatitis C virus | Huh7.5.1 HCVcc-Cre infection, luciferase reporter, 44 h | Potency, µM (top dose mostly 41.8 µM), for the others: top-dose activity change, negative = inhibition, usual class: inhibitors | 3.4% of 340,000 active
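HCVcc-Cre virus at an moi near 0.5 was added right after compound to cells cultured 4 h from seeding (1,000 cells/well). Luciferase activity was determined 44 h later, 15 min after substrate addition at RT.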
Sm TGR block = inhibitors of Schistosoma mansoni thioredoxin glutathione reductase | Q962Y6 | purified TGR, DTNB reduction, TNB absorbance 405 nm | Potency, µM (highest dose often 114 µM), inactives show at the highest dose activity change, negative = inhibition, usual class: inhibitors | 3% of 360,000 active | AID 485364; further: nearly all actives have a fitted effect of over 60% in size
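TGR 20 nM + NADPH 100 uM (dispensed conc.), cpd preinc 15 min RT; start with NADPH (500 uM addition) then DTNB (15 mM addition). Kinetic TNB absorbance, 405 nm filter. Four-parameter Hill fit across titration.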
TbPYK inhibitor = inhibitors of Trypanosoma brucei pyruvate kinase. Q57TT1. 0.12% of 410,000 active. Potency, µM (series often up to 76.8 µM), without a hit: at the highest dose activity, negative = inhibition, actives largely listed as inhibitors. AID 624173. TbPYK enzyme, Kinase-Glo Plus ATP luminescence, 45 min; further: nearly all actives have a fitted effect of over 50% in size
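Assay buffer: 50 mM TEA pH 7.2, 100 mM KCl, 10 mM MgCl2, 0.05% BSA, 0.01% Tween-20. Pyruvate kinase from T. brucei plus substrate met compound, then ADP (130 uM final). Luminescence was read post 45 min RT.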
* marks the source's active call; other numbers are inactive results; u = inconclusive; x = not tested or not shown; [ ] = dose if it differs, or a comment. The call rests on the fitted dose curve; in most records, active means well fitted curve in the direction sought with a large enough effect; inconclusive means small, poorly fitted or top-dose-only effect, or another doubt; inactive means no such curve, though single readings can be large; an effect the other way counts as inactive or inconclusive. On the % scale 0 is the no-effect control and ±100 the full control effect; potency means the concentration at half of the fitted maximal effect. The order is random; about 16% have a hit in one of these screens.

Start of the data: the first 15 compounds (preview)
The line under a structure holds: Pf growth 96h	Pf growth 48h	LmPK inhibitor	HCV inh	Sm TGR block	TbPYK inhibitor
1: CCOC(=O)N1CCN(C(=O)COC(=O)CSc2ccc([N+](=O)[O-])cc2)CC1
  21%	7%	x	13%	1%	3%
2: C#CCN1C(=O)C(O)(c2c(C)[nH]c3ccccc23)c2ccccc21 (centres undefined)
  33%[activator]	-1%	9%	24%	7%	-8%
3: CNC(=S)N(CCc1c(C)[nH]c2ccc(C)cc12)Cc1cccnc1
  u	-11%	1%	-20%	6%	-4%
4: Cc1[nH]c2ccccc2c1/C=N/Nc1nc(N2CCCCC2)nc(N2CCCCC2)n1
  -3%	-12%	1%	u	-2%	0%
5: CCN(CC)CCCNC(=S)N1CCN(c2nc(-c3ccc(F)cc3)cs2)CC1
  -20%	9.3µM*	-3%	4µM*	3%	-16%
6: Cc1nc2c(Cl)cccc2[nH]1
  x	-4%	0%	9%	0%	1%
7: O=C(O)CCn1nnc2ccccc21
  22%	24%	-1%	14%	-1%	-3%
8: N#Cc1cccc(Nc2c3c(nc4ccccc24)CCCC3)c1
  -25%	u	-3%	u	u	3%
9: Cc1cccc(COc2ccc(/C(O)=C3\C(=O)C(=O)N(CCN(C)C)C3c3ccncc3)cc2)c1 (centres undefined)
  -12%	1%	-1%	17%	-20%	1%
10: CC(=O)Oc1ccc2oc(/C=C/N(C)C)c([N+](=O)[O-])c2c1
  u	x	-11%	-13%	-16%	x
11: CCOc1ccccc1NC(=S)N1CCC(c2nc3ccccc3o2)CC1
  u	1%	4%	-20%	-18%	-1%
12: CN1CCc2c(sc3c2C(=O)NC(/C=C\c2ccccc2)N3)C1 (centres undefined)
  -12%	6%	-2%	-8%	10µM*	-19%
13: CC(=O)C1=NN(c2ccccc2)C(c2cccs2)N1c1ccc(N(C)C)cc1 (centres undefined)
  2.1µM*	x	-10%	u	0%	-10%
14: CCc1ccccc1NNC(=O)CCc1ccccc1
  5%	-9%	2%	-11%	-10%	0%
15: CCOC(=O)Cc1c(C)c2c(C)[nH]nc2oc1=O
  0%	18%	0%	3%	-1%	9%

All compounds of this part, repeating the preview:
The line under a structure holds: Pf growth 96h	Pf growth 48h	LmPK inhibitor	HCV inh	Sm TGR block	TbPYK inhibitor
1: CCOC(=O)N1CCN(C(=O)COC(=O)CSc2ccc([N+](=O)[O-])cc2)CC1
  21%	7%	x	13%	1%	3%
2: C#CCN1C(=O)C(O)(c2c(C)[nH]c3ccccc23)c2ccccc21 (centres undefined)
  33%[activator]	-1%	9%	24%	7%	-8%
3: CNC(=S)N(CCc1c(C)[nH]c2ccc(C)cc12)Cc1cccnc1
  u	-11%	1%	-20%	6%	-4%
4: Cc1[nH]c2ccccc2c1/C=N/Nc1nc(N2CCCCC2)nc(N2CCCCC2)n1
  -3%	-12%	1%	u	-2%	0%
5: CCN(CC)CCCNC(=S)N1CCN(c2nc(-c3ccc(F)cc3)cs2)CC1
  -20%	9.3µM*	-3%	4µM*	3%	-16%
6: Cc1nc2c(Cl)cccc2[nH]1
  x	-4%	0%	9%	0%	1%
7: O=C(O)CCn1nnc2ccccc21
  22%	24%	-1%	14%	-1%	-3%
8: N#Cc1cccc(Nc2c3c(nc4ccccc24)CCCC3)c1
  -25%	u	-3%	u	u	3%
9: Cc1cccc(COc2ccc(/C(O)=C3\C(=O)C(=O)N(CCN(C)C)C3c3ccncc3)cc2)c1 (centres undefined)
  -12%	1%	-1%	17%	-20%	1%
10: CC(=O)Oc1ccc2oc(/C=C/N(C)C)c([N+](=O)[O-])c2c1
  u	x	-11%	-13%	-16%	x
11: CCOc1ccccc1NC(=S)N1CCC(c2nc3ccccc3o2)CC1
  u	1%	4%	-20%	-18%	-1%
12: CN1CCc2c(sc3c2C(=O)NC(/C=C\c2ccccc2)N3)C1 (centres undefined)
  -12%	6%	-2%	-8%	10µM*	-19%
13: CC(=O)C1=NN(c2ccccc2)C(c2cccs2)N1c1ccc(N(C)C)cc1 (centres undefined)
  2.1µM*	x	-10%	u	0%	-10%
14: CCc1ccccc1NNC(=O)CCc1ccccc1
  5%	-9%	2%	-11%	-10%	0%
15: CCOC(=O)Cc1c(C)c2c(C)[nH]nc2oc1=O
  0%	18%	0%	3%	-1%	9%
16: O=C(CSCc1ccc(Cl)cc1)N1CCOCC1
  -20%	38%[activator]	-7%	-11%	-13%	2%
17: Cn1c(=O)c2c(nc(SCC(=O)NCC3CCCO3)n2Cc2ccc(F)cc2)n(C)c1=O (centres undefined)
  22%	u	2%	u	-17%	1%
18: COc1ccc(C(C(=O)NC2CCCC2)N(CCN(C)C)C(=O)c2snc(C(N)=O)c2N)cc1 (centres undefined)
  139%[activator]	-7%	3%	15%	-3%	1%
19: Cc1ccc2nc(-c3cccnc3)cc(C(=O)N3CCN(c4ccc([N+](=O)[O-])cc4)CC3)c2c1
  -32%	10µM*	2%	u	-4%	-5%
20: CC1(C)Cc2c(cnn2-c2cccc(F)c2)C(NC(=O)c2ccc[n+]([O-])c2)C1 (centres undefined)
  0%	3%	-2%	x	0%	-11%
21: Cn1ccnc1SCc1nc2c(cnn2-c2ccccc2)c(=O)[nH]1
  29%	20%	-5%	8%	-11%	-12%
22: O=C(Nc1nnc(-c2ccccc2)o1)c1cc(-c2cccs2)nc2ccccc12
  -14%	23%	-6%	-13%	-4%	-8%
23: CCOCCCNC(=O)Cc1cc(=O)[nH]c(=O)[nH]1
  3%	8%	-2%	-5%	0%	7%
24: O=C(Nc1c(C(=O)NCc2ccco2)cnn1-c1ccccc1)c1ccc(F)cc1
  5%	-20%	-2%	8%	-15%	-2%
25: CCOC(=O)c1ccc(N2C(=O)c3n[nH]c(C)c3C2c2ccc(OC)c(OC)c2)cc1 (centres undefined)
  9.3µM*	u	17%	12%	u	-6%
26: Cc1ccc(S(=O)(=O)N(C)c2ccc(C(=O)NCC3(N(C)C)CCCCC3)cc2)cc1
  u	u	-8%	u	-33%	-6%
27: N#Cc1cc([N+](=O)[O-])ccc1NCC1CCCO1 (centres undefined)
  -1%	-12%	1%	-11%	-15%	-8%
28: COCCn1c(C)nnc1SCC(=O)NNC(=O)c1ccc(Cl)cc1
  16%	14%	1%	0%	4%	-6%
29: CC(=O)N/C(=C\c1ccccc1)C(=O)Nc1ccccc1C
  107%[activator]	-8%	0%	19%	x	1%
30: CCOc1ccc2nc(NC(=O)C3CCN(c4cnccn4)CC3)sc2c1
  28%	9.3µM*	1%	u	0%	2%
31: COc1cc(/C=N/NC(=O)c2cncc(Br)c2)cc([N+](=O)[O-])c1O
  u	u	-4%	5%	7%	2%
32: COC(=O)CNC(=O)C1(C)C=CCN1C(=O)c1ccccc1 (centres undefined)
  -13%	19%	-2%	-8%[8.37 µM]	-4%	-4%
33: Cc1noc(C)c1COc1cccc(C(=O)Nc2ccc(C#N)cc2)c1
  0%	u	1%	u	-4%	3%
34: COc1ccc(N(CC(=O)N2CCc3ccccc32)S(=O)(=O)c2c(C)noc2C)cc1
  43%[activator]	u	2%	-28%	62%[activator]	-16%
35: COc1ccc(NS(=O)(=O)c2cc(NS(=O)(=O)c3cccs3)ccc2C)cc1
  32%[activator]	-3%	x	4%	-21%	-3%
36: Cc1ccc(C(=O)OCC(=O)Nc2ccc3[nH]c(=O)[nH]c3c2)cc1S(=O)(=O)N1CCOCC1
  27%	-1%	x	-18%	0%	-5%
37: CCN(CC)CCNC(=O)c1ccc2c(c1)NC(=O)c1ccccc1S2
  u	u	0%	u	-13%	1%
38: CCCC[C@H](CN[C@@H](CNC)[C@H](C)CC)NCCC12CCC(CC1)C2
  2.6µM*	u	-6%	u	1%	-2%
39: O=C1CCCC(=O)C1=C1SCCCS1
  -9%	3%	0%	2%	-8%	7%
40: CC(C)C(=O)Nc1cccc(NC(=O)c2cc3ccccc3o2)c1
  x	69%[activator]	-15%	u	5%	0%
41: O=C(Nc1nccs1)c1ccc2c(c1)OCO2
  56%[activator]	197%[activator]	-5%	-7%	1%	0%
42: Cc1ccc(N2C(=O)[C@@H]3[C@H](C2=O)[C@H]2C=C(C(=O)c4ccccc4)C=CN2[C@@H]3C(=O)c2ccc(Cl)cc2)cc1
  u	u	-2%	-4%	40µM*	-2%
43: CC(=O)Nc1c(I)c(C(=O)N[C@H]2C(O)O[C@H](CO)[C@@H](O)[C@@H]2O)c(I)c(N(C)C(C)=O)c1I (some centres undefined)
  118%[activator]	14%	x	19%	-5%	6%
44: CS(=O)(=O)N1CCC(C(=O)N2CCN(C(c3ccccc3)c3ccccc3)CC2)CC1
  7%	u	1%	-9%	-6%	0%
45: O=C(Nc1ccc2nc(-c3cccs3)[nH]c2c1)c1ccco1
  x	44%[activator]	-7%	u	-7%	-14%
46: COc1ccc(C(=O)NCCCNC(=O)c2ccc(C)nc2)cc1
  u	-5%	-2%	28%	-6%	2%
47: O=C(Nc1c(Cl)cccc1Cl)c1ccc(-c2ccccc2)cc1
  -15%	21%	3%	-8%	8%	-4%
48: CCOc1ccccc1NC(=O)NCc1cccnc1
  u	u	4%	11%	-1%	2%
49: COc1ccccc1-c1ccc2nnc(SCC(=O)N3CCCC3)n2n1
  u	u	x	-14%[8.37 µM]	-2%	1%
50: Cn1cc(CN2CCC(C(O)c3cccs3)CC2)c(-c2cccc(Cl)c2)n1 (centres undefined)
  u	9.3µM*	4%	23%	6%	-3%
51: CCCc1nc(SCc2ccc(Cl)cc2Cl)n[nH]1
  u	x	17%	-9%	-2%	x
52: O=C(CSc1nnnn1-c1ccccc1)Nc1ccccc1
  x	23%	-3%	1%	11%	4%
53: CCCCCc1nnc(NC(=O)c2ccc3nc[nH]c3c2)s1
  u	-13%	x	7%	-1%	-6%
54: CC(C)C[C@@H]1NC(=O)[C@H](CO)NC(=O)c2cc([N+](=O)[O-])cc(I)c2OCC[C@@H](C(N)=O)NC1=O
  -5%	6%	2%	-1%[8.37 µM]	-13%	-5%
55: Cc1nn(C)c(C(=O)N/N=C/c2cccnc2)c1Cl
  u	-3%	-7%	8%	0%	2%
56: Cc1cc(=O)[nH]c(SCC(=O)Nc2nnc(CC(C)C)s2)n1
  38%[activator]	13%	1%	11%	12%	2%
57: O=C(c1cccc(S(=O)(=O)Nc2ccccc2Cl)c1)N1CCN(C(=O)c2ccco2)CC1
  u	-21%	6%	5%	32µM*	3%
58: CCCCOC(=O)c1ccc(NC(=O)COC(=O)C2CSC3(C)CCC(=O)N23)cc1 (centres undefined)
  93%[activator]	82%[activator]	x	u	-3%	-18%
59: COc1cc(C=O)ccc1OCC(=O)Nc1ccc2c(c1)OCO2
  u	9%	0%	-6%	4%	5%
60: Cc1c(Cl)cccc1NC(=O)CCCCCN1C(=O)CCC1=O
  -15%	8%	1%	13%	-29%	8%
61: N#CC12COC3(CCCCC3C1(C#N)C#N)OC2=N (centres undefined)
  22%	7%	9%	-11%	18µM*	-3%
62: CC(=O)Nc1cccc(OCC(=O)Nc2ccccc2)c1
  -5%[5.75 µM]	205%[activator]	-23%	-9%	14%	-2%
63: COc1cccc(Cl)c1NC(=O)N1CCN(c2ccnc3cc(Cl)ccc23)CC1
  u	u	4%	u	14%	-3%
